# Source: PubChem BioAssay (several laboratories)
# HSF1 inh = HSF1 inhibition | NIH3T3-HGL HSE-luciferase, MG132-induced, luminescence 8 h; hits give low values | 300,000 tested, 0.77% active | activity change, negative = inhibition, % at 7.5 µM (by protocol);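 active = more than half of replicate wells show activity change below -50%, luminescence cut by over half; inconclusive = some wells, but at most half, below -50%; inactive = no replicate well below -50%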;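 also: luciferase reports HSF-1 transcriptional activity via heat shock element; 0% = median of DMSO wells and -100% = zero luminescence signal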
# HIF activator = HIF pathway transcriptional activation; U2OS HRE-luciferase reporter, luminescence; normalized: DMSO 0%, desferrioxamine 100%; 300,000 tested, 0.32% active; activation, % at 7.5 µM (by protocol);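 active = mean activation of at least 10% of the iron chelator positive control signal, with at least half of replicates also reaching 10%; inconclusive = mean and replicate majority disagree about reaching 10%; inactive = mean and most replicates under 10%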
# HSP90 refold inh = blocks HSP90-mediated luciferase refolding in reticulocyte lysate | AID 1789 | inhibition, % at 5.6 µM | Rabbit reticulocyte lysate, luciferase refolding luminescence, 3 h | 290,000 tested, 0.91% active;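 active = inhibition above the screen-wide mean plus 3 SD, computed separately per campaign, cut at about 16% in these data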;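 also: 0% = DMSO wells and 100% = 60 µM geldanamycin wells; inhibitors lower the luminescence because luciferase stays unfolded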
# HDAC3 inh = human HDAC3 inhibition; inhibition, % at 8.3 µM; AID 2718; recombinant HDAC3, fluorogenic peptide/trypsin coupled, fluorescence; 320,000 tested, 0.15% active; in the data active = inhibition above about 26%, passing the limit was not always enough; inconclusive = no clear call, values can overlap the other calls
# Target sequence (O15379 whole entry, looked up): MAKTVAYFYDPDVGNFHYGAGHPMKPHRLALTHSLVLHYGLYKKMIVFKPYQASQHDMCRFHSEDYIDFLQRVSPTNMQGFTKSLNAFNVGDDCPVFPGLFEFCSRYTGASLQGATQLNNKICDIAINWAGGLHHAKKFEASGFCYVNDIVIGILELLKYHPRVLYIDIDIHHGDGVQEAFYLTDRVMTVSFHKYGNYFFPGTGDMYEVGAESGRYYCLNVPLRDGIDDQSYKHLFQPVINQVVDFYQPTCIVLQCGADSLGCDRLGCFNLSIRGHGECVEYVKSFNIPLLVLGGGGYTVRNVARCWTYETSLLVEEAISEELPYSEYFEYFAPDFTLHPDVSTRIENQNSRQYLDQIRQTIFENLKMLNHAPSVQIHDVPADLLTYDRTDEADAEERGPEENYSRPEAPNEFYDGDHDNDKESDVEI
# IEC-6 cytotox = kills IEC-6 intestinal cells in KLF5 counter-screen | inhibition, % at 5 µM | IEC-6 cytotoxicity, luminescence viability | 290,000 tested, 0.78% active | AID 1825; in the data active = inhibition above about 22%;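 also: 0% = plate median of test compound wells and 100% = cytotoxic reference compound wells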
# HSF1 activator = increases HSF-1 driven luciferase reporter signal; AID 504408; 300,000 tested, 1.7% active; activation, % at 9 µM; NIH3T3-HGL HSF-1 luciferase reporter, MG132, 8 h; 100% = twice DMSO control signal;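 active = mean replicate activation of at least 50% with a set share of replicates each reaching 50%; inconclusive = only one of those two conditions met; inactive = mean below 50% and too few replicates reaching it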;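 also: 0% = median of the neutral control wells and 100% = twice that signal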
# aSyn 5UTR inh = MLPCN primary screen, SNCA 5' untranslated region; alpha-synuclein 5'UTR reporter, inhibitor activity; inhibition, % (tested at 7.5 µM); 300,000 tested, 0.82% active; AID 1813; in the data active = inhibition above about 60%; inconclusive = no clear call, values can overlap the other calls;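 also: H4 neuroglioblastoma cells stably carrying SNCA 5'UTR luciferase fusion; 0% = DMSO wells and 100% = positive control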
# KLF5 inh = suppresses KLF5 promoter-driven expression | inhibition, % at 5 µM | 290,000 tested, 0.23% active | AID 1700 | DLD-1 KLF5 promoter-luciferase reporter, luminescence;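 active = inhibition above a per-plate limit of that plate's mean compound inhibition plus 3 SD, cut at about 60% in these data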;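 also: 0% = DMSO wells and 100% = LY294002 at 200 µM; higher means less KLF5 promoter-driven luciferase light; inactives centre near -14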
# AI-2 QS mod = modulates the Vibrio harveyi AI-2 quorum sensing system; 300,000 tested, 0.4% active; activity change, % at 7.5 µM; Vibrio harveyi JMH597 AI-2 luminescence/OD600 ratio, 9 h; hits give low values; strain lacks LuxN and CqsS sensors; 0 = neutral-control median; in the data active = activity change below about -75%, passing the limit was not always enough; inconclusive = no clear call, values can overlap the other calls;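 also: luminescence divided by OD600 gain over 9 h not by final OD600 alone; inactives centre near 13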
# Platelet DG rel = modulates dense granule release in human platelets; human platelet-rich plasma, SFLLRN dense granule ATP release, luminescence; inhibition, %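 (compounds screened at 7.5 µM in platelet-rich plasma)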; 300,000 tested, 0.22% active; AID 1663;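 active = mean replicate score, as percent of positive control, at or above 50; inconclusive = mean below 50 but at least one replicate at or above 50; inactive = mean and every replicate below 50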
# * marks the source's active call; other numbers are inactive results; ? = inconclusive; nt = not tested or not shown.
# Under each structure – HSF1 inh	HIF activator	HSP90 refold inh	HDAC3 inh	IEC-6 cytotox	HSF1 activator	aSyn 5UTR inh	KLF5 inh	AI-2 QS mod	Platelet DG rel
> CC(=O)NN1C(=O)/C(=C2/Sc3ccccc3N2C)SC1=S
 : 0	0.8	1	12	-7	8	7	-75	11	-8
> CCOc1ccc2nc(SCc3ccc(OC)cc3)sc2c1
 : 14	1.0	-1	5	-2	12	-83	4	45	12
> NNC(=O)COc1ccc(-c2nccc(-c3ccc(F)cc3)n2)cc1
 : -27	-4.4	1	9	3	-29	44	0	28	7
> Cc1nnc(SCC(=O)c2ccc(Cl)cc2)s1
 : 15	1.7	-2	7	-10	12	-7	-18	21	-2
> COc1ccc(Br)cc1CNC(=O)C1CCN(S(=O)(=O)N2CCCC2)CC1
 : -2	nt	-5	-4	0	15	15	-10	9	-3
> Cn1c(C(O)c2ccccc2)nc(Cl)c1Cl (centres undefined)
 : -3	nt	-2	1	-8	-3	-2	11	19	7
> O=C(COc1ccccc1[N+](=O)[O-])N(Cc1ccccc1)c1ccccn1
 : -2	-0.3	-3	5	-6	14	-2	-24	10	-3
> Cc1ccccc1OCc1nnc(SC(C)C(=O)O)n1Cc1ccccc1 (centres undefined)
 : 3	0.0	-1	-3	6	16	-10	-15	4	3
> COc1ccc(-c2cc(C(F)F)n3ncc(C(=O)NCCCN4CCCC4=O)c3n2)cc1
 : 3	-0.1	-10	nt	-2	-3	-5	-15	16	-27
> CCCCNC(=S)Nc1ccc(Cl)cc1
 : 10	1.9	-7	-1	8	-5	-59	-41	12	-4
> Cc1ccc(S(=O)(=O)N2CCOCC2)cc1C(=O)c1nccn1C
 : -5	-1.0	4	-1	-4	3	10	-10	54	-1
> C=CCOc1cccc(CNCc2cccnc2)c1
 : 9	-10.0	2	1	9	22	0	-4	0	-4
> CCOC(=O)NCCc1ccc(OC)cc1
 : -5	0.1	4	-3	3	17	-18	-39	?	?
> CC(=O)Nc1ccc(NC(=O)CCN2C(=O)c3ccccc3C2=O)cc1
 : -6	-3.7	-5	1	2	5	8	-1	27	2
> OCCN1CCN(c2cc(-c3ccccc3)c3ccccc3n2)CC1
 : 9	1.2	-3	0	-1	-7	-56	-13	7	5
> CN(C)C(CNC(=O)c1ccc2c(c1)S(=O)(=O)c1ccccc1C2=O)c1ccco1 (centres undefined)
 : -5	-1.0	1	12	2	5	1	-24	23	11
> CCCn1c(=N)n(CC(=O)c2cccs2)c2ccccc21
 : -5	-0.5	2	6	2	5	-21	15	31	1
> CN(C)c1nc(Nc2ccccc2)nc(N(C)C)n1
 : -10	1.0	0	2	2	14	-21	-25	19	2
> CN(C(=O)COc1ccccc1)C1CCS(=O)(=O)C1 (centres undefined)
 : 3	0.4	-2	8	-4	8	0	18	6	-8
> O=C(CSc1nccc(=O)[nH]1)Nc1ccc(Br)c(Cl)c1
 : 0	-0.1	-4	-6	4	-14	-23	-3	13	-6
> COC(=O)CCc1ccc(OCC(O)CNC(C)C)cc1 (centres undefined)
 : -9	-0.1	nt	7	nt	-26	12	nt	17	-6
> CCN1C(=O)[C@H]2[C@@H](c3ccc(C)cc3)N3C(=O)N(c4cccc(F)c4)C(=O)[C@@]3(C)[C@H]2C1=O
 : -1	-1.6	2	-3	-1	-13	23	-17	17	2
> Cc1cc(CNC(=S)Nc2cccc(Cl)c2Cl)nn1C
 : 12	-0.2	-3	6	-2	4	-14	-23	13	10
> COc1ccc(C(CC(=O)Nc2cc(OC)cc(OC)c2)n2cccc2)cc1 (centres undefined)
 : 5	-0.2	4	5	8	8	-6	5	12	-1
> Cc1cc(C)c(C(N)=O)c(NC(=O)Nc2ccccc2)n1
 : -5	0.0	-4	4	2	1	-3	-14	22	2
> CN(C(=O)COc1ccc(Cl)cc1Cl)C1(C)CCS(=O)(=O)C1 (centres undefined)
 : -3	-0.2	nt	-9	nt	-3	8	nt	11	nt
> NC(=O)COC(=O)c1ccc(Cl)c(S(=O)(=O)N(Cc2ccccc2)c2ccc(Cl)cc2)c1
 : 2	-0.2	6	15	2	20	6	-16	44	4
> CNC(=O)COC(=O)COc1ccc2c(C)cc(=O)oc2c1
 : -4	-0.5	-1	-11	-4	-18	-5	-12	14	5
> COc1cccc(C(=O)N2CCN(Cc3ccco3)CC2)c1OC
 : -7	-1.0	4	3	-1	-14	14	-13	15	7
> CC(C)C(=O)Nc1cccc(NC(=O)c2cccc(F)c2)c1
 : -2	0.0	1	-4	3	9	-16	0	17	5

# Remaining list, next part
compound,HSF1 inh,HIF activator,HSP90 refold inh,HDAC3 inh,IEC-6 cytotox,HSF1 activator,aSyn 5UTR inh,KLF5 inh,AI-2 QS mod,Platelet DG rel
CCOC(=O)c1c(NC(=O)CC2SC(N)=NC2=O)sc2c1CCCC2 (centres undefined),4,-0.3,-1,11,5,6,15,-17,9,-6
CCc1cc[n+](CC(=O)Nc2ccc(Cl)cc2Cl)cc1,-72*,0.1,1,1,-2,-77,-2,4,27,2
CCOC(=O)c1[nH]c2ccccc2c1N=CN(C)C,-3,0.0,-2,2,-4,-10,2,-28,8,1
COc1ccccc1NC(=S)NC(=O)/C=C/c1ccco1,1,0.1,3,-2,-2,13,-2,13,21,-11
NC(=O)c1oc2ccccc2c1NC(=O)Cc1ccccc1,1,0.0,0,-11,-4,-12,1,-24,31,-22
COc1ccccc1N1CCN(CCC(=O)Nc2ccc3c(c2)OCO3)CC1,1,0.9,8,-5,2,-5,-14,-14,19,-1
CC1CC1C(=O)Nc1cc(S(=O)(=O)N2CCOCC2)ccc1N1CCCC1 (centres undefined),nt,-0.5,2,6,3,nt,21,10,-1,3
COc1ccc(S(=O)(=O)Cc2ccc(C(=O)NCCc3ccc(S(N)(=O)=O)cc3)o2)cc1,2,-0.1,-5,2,-7,-2,15,7,11,1
CC(=O)NC(=O)COC(=O)/C=C/c1c(C)nn(Cc2c(Cl)cccc2Cl)c1Cl,-1,1.2,3,nt,-3,-4,-34,-16,-6,-4
CC1Oc2ccccc2N(CC(=O)NC2CC2)C1=O (centres undefined),-4,0.2,2,-1,10,-5,-3,-16,11,-18
O=C(CNC(=S)N(CCCN1CCOCC1)Cc1cccs1)NCc1ccccc1,0,0.4,3,2,-2,-2,15,-35,0,17
O=C(O)CCN1CCc2ccccc2C1c1ccncc1 (centres undefined),11,-0.5,3,-2,1,0,22,-4,-3,22
COc1ccc(CCNC(=O)C2CC3Cn4c(nc5cc6ccccc6cc54)C3N2C)cc1 (centres undefined),2,0.2,nt,1,nt,-13,10,nt,7,3
COc1ccc(CCn2c(-c3ccco3)nc3ccccc3c2=O)cc1OC,-11,-0.5,1,7,0,2,23,-17,9,-2
O=C(CCCN1C(=O)/C(=C/c2cccs2)SC1=S)Nc1ccccn1,7,-0.3,1,-2,3,2,-4,-30,-10,-6
CCOc1ccc(/C=N/Nc2ccccn2)cc1,19,0.8,4,-7,2,?,-17,-144,15,17
CC(C)c1cccc(C(C)C)c1NC(=O)COC(=O)C1CCC1,6,-0.5,nt,-4,nt,-10,-1,nt,11,-3
CCOC(=O)c1nn(-c2ccccc2)c(C)c1C(C)=O,-1,-0.1,-1,2,1,9,3,9,16,3
Cc1ccc(S(=O)(=O)c2c(N)n(CCC(C)C)c3nc4ccccc4nc23)cc1,53,-0.3,3,-14,-3,109*,9,-52,-10,1
COc1ccc(CNCC(=O)Nc2ccccc2-n2cccc2)cc1,-2,1.0,0,?,19,16,27,-3,9,0
Cc1ccc(S(=O)(=O)N2CCN(C(=O)COC(=O)CCOc3ccccc3C)CC2)cc1,-3,-0.4,nt,5,nt,10,2,nt,18,12
CCOC(=O)c1ccc(NC(=O)Cn2nnc(-c3ccc(C)cc3)n2)cc1,-4,-4.5,-2,4,-3,-13,2,-11,24,0
Cc1cccc(N(C)C(=O)C2CCCN2S(=O)(=O)c2cccc3nsnc23)c1 (centres undefined),-9,0.0,-1,-5,-10,-4,8,-16,16,-3
S=C1NC[C@H](c2ccccc2)N1CC1CCCCC1,5,-0.6,8,3,-3,-10,8,-4,10,-2
Cn1c(=O)c2c(nc(SCCN3CCOCC3)n2Cc2cccc3ccccc23)n(C)c1=O,-1,-0.3,-1,12,3,14,6,-8,15,0
CN(C)c1cc(NC(=O)CN2CCOCC2)c2ccccc2n1,-3,-0.2,1,-6,-4,2,-28,15,14,1
O=C(Cc1cccs1)N/N=C/C=C/c1ccccc1,16,1.6,2,-2,-6,36,-70,-16,2,-16
NS(=O)(=O)c1ccc(NC(=O)CCc2ccccc2)cc1,-3,0.2,-1,-1,-1,-8,8,-10,-2,11
Fc1ccccc1CNc1ccc(Cl)c(Cl)c1,9,0.5,1,-1,4,10,-30,-9,17,-3
c1ccc(Cc2nnc(-c3ccccc3)o2)cc1,20,9.7*,3,3,-3,29,-120,-152,-3,3
c1cc2c(cc1C1CCCCC1)c1c3n2CCCNC3CCC1 (centres undefined),-7,0.8,4,0,0,-12,87*,-28,8,-38
Cc1ccccc1C(=O)NNC(=S)Nc1cccc(C(F)(F)F)c1,nt,nt,3,nt,11,nt,8,-37,4,1

# Rows are unselected. About 5% of those tested had a hit in this group.
